# Source: PubChem
# Bcl-B Bim block: human Bim-Bcl-B interaction inhibition; Q9HD36; bead-based flow cytometry, Bim peptide-Bcl-B binding; inhibition, % at 10 µM; actives 0.073% (n = 190,000);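 note: 0% = tracer peptide without compound and 100% = reference inhibitor peptide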
# Target sequence (Q9HD36 whole entry, looked up): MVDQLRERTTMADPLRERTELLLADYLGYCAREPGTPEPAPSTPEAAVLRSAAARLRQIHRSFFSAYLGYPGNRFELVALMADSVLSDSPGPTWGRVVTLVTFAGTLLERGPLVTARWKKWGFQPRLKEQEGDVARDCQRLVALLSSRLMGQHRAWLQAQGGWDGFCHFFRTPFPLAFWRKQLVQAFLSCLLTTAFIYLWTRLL
# Bcl-XL Bim block: inhibitors of Bim-Bcl-XL interaction, human | Q07817 | Bim peptide-Bcl-XL binding, bead flow cytometry, fluorescence | inhibition, % at 10 µM | actives 0.04% (n = 190,000)
# Rab7 wt GTP bind: dog Rab7 wildtype GTP binding, inhibitors and activators; GST-Rab7 beads, fluorescent GTP binding, flow cytometry; actives lie on both sides; untreated = 100%, excess cold GTP = 0%; GTP binding activity (percent of control), % at 10 µM; actives 0.055% (n = 190,000);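 active = fluorescent GTP binding to Rab7 beads changed by at least 20 points from the 100% baseline, either direction, mostly lower; inconclusive = compound itself probably fluorescent, or too few beads counted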;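 note: median green fluorescence of bound Bodipy-FL-GTP per Rab7 bead population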
# Cdc42 wt: human Cdc42 wildtype GTP binding change, either direction; actives 0.2% (n = 190,000); GST-Cdc42 beads, Bodipy-GTP binding, flow cytometry; actives lie on both sides; percent activity (GTP binding), % at 10 µM; P60953;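 active = percent activity GTP binding at least 20 points away from the 100% baseline, either down as inhibitor or up as activator; inconclusive = compound flagged as likely green fluorescent from well-wide comparison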;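 note: median bead fluorescence of bound Bodipy-FL-GTP at 100 nM; 0% = excess unlabeled GTP control and 100% = no compound control; below 100% means less GTP binding so inhibitor and above means activator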
# Target sequence (P60953 whole entry, looked up): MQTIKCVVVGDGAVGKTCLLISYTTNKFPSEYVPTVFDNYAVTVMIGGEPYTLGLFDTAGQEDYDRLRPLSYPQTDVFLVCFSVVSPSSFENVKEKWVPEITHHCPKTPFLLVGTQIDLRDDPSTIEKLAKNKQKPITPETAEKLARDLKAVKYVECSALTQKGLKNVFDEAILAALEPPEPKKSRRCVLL
# Bcl-2 Bim block: disrupts Bim peptide binding to human Bcl-2; inhibition, % at 10 µM; Bead-based flow cytometry, Bim peptide-Bcl-2 binding; AID 950; P10415; actives 0.06% (n = 190,000); in the data active = inhibition above about 40%; inconclusive = no clear call, values can overlap the other calls;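 note: 0% = no compound wells with probe peptide and 100% = reference peptide inhibitor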
# Target sequence (P10415 whole entry, looked up): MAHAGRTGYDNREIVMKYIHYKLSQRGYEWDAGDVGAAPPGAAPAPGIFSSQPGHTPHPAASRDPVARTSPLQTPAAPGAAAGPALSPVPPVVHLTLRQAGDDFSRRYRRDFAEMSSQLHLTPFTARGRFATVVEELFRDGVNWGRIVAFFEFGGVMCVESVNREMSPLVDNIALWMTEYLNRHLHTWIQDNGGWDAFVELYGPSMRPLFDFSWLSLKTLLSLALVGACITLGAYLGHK
# Rac1 wt modul: modulators of human Rac1 wildtype GTP binding; P63000; GST-Rac1 beads, fluorescent GTP binding, flow cytometry; actives lie on both sides; 0 = cold GTP competed, 100 = untreated; GTP binding activity (% of control), % at 10 µM; actives 0.27% (n = 190,000);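 active = GTP binding activity at least 20 points away from the 100% control level, either lower or higher; inconclusive = compound flagged as likely green fluorescent, judged across all proteins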
# HRas wt GTP bind: human HRas wildtype GTP binding, change in either direction; P01112; GST-Ras wt beads, Bodipy-FL-GTP binding, flow cytometry; actives lie on both sides; GTP binding activity, % at 10 µM; actives 0.14% (n = 190,000); AID 759;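 active = GTP binding activity at least 20% away from the 100% baseline, either lowered as inhibitor or raised as activator; inconclusive = flagged as likely green fluorescent, judged across all proteins in the well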;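 note: 0% = unlabeled GTP competition control and 100% = no-compound control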
# Target sequence (P01112 whole entry, looked up): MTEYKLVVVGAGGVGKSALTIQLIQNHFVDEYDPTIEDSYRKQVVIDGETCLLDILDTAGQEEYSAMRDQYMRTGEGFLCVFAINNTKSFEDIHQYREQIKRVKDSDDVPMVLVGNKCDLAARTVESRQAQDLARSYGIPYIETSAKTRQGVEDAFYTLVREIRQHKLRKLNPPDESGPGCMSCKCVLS
# Rab2A wt mod: changes GTP binding to wildtype dog Rab2A, up or down; AID 760; P61105; GST-Rab2 wt beads, Bodipy-GTP binding, flow cytometry; GTP binding activity, % at 10 µM; actives 0.19% (n = 190,000);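 active = GTP binding activity at least 20 points away from 100%, either lowered or raised; inconclusive = signal likely due to the compound's own green fluorescence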;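 note: 0% = beads with excess unlabeled GTP and 100% = no-compound control corrected for plate trend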
# Bcl-W Bim block: human Bim-Bcl-W interaction inhibition. inhibition, % at 10 µM. bead-based flow cytometry, Bim peptide-Bcl-W binding. actives 0.02% (n = 190,000). AID 952;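 note: 0% = bound tracer without compound and 100% = peptide blocker; higher means less fluorescent Bim peptide bound to Bcl-W beads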
# Target sequence (Q92843 whole entry, looked up): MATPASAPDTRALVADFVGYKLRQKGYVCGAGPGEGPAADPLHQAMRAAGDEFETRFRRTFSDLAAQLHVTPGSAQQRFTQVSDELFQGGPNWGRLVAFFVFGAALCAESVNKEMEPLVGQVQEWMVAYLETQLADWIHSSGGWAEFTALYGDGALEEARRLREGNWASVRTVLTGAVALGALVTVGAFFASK
# Bim-Bfl-1: disrupts Bim binding to human Bfl-1; Q16548; Bead-based flow cytometry, Bim-Bfl-1 binding inhibition; inhibition, % at 10 µM; actives 0.12% (n = 190,000); AID 1008;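 note: 0% = wells without compound plus tracer and 100% = blocker peptide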
# Rac1 mut GTP: modulators of GTP binding to human Rac1 activated mutant; P63000; GST-Rac1 activated beads, fluorescent GTP binding, flow cytometry; actives lie on both sides; 100% means binding = to untreated wells; percent activity (GTP binding), % at 10 µM; actives 0.11% (n = 190,000);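 active = GTP binding at least 20 percentage points away from the 100% baseline, in either direction, so actives lie on both sides; inconclusive = Compound likely fluorescent itself, or too few beads counted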
# Active calls of the source: *; ? = inconclusive. Cut-off read from the data, not from the text of the source, unless noted: active = inhibition above about 40%. This is a random part of the collection. Share with any hit: about 0.62%.
SMILES	Bcl-B Bim block	Bcl-XL Bim block	Rab7 wt GTP bind	Cdc42 wt	Bcl-2 Bim block	Rac1 wt modul	HRas wt GTP bind	Rab2A wt mod	Bcl-W Bim block	Bim-Bfl-1	Rac1 mut GTP
O=C(O)CSc1ncn[nH]1	-9	-10	99	104	-8	107	103	102	-1	-12	101
Cc1ccccc1Cn1c(CN2CCc3ccccc3C2)nc2c1c(=O)n(C)c(=O)n2C	-9	-9	98	103	-10	104	99	102	-3	-20	100
O=C(NC1CC1)C1C2C3C4CC5C3C5C4C12 (stereo not given)	1	0	100	103	1	102	105	104	1	0	100
CCOC(=O)CNC(=S)N(Cc1ccccc1)Cc1cccs1	-5	-4	103	100	-2	101	99	101	0	-2	97
O=C(NCCc1c[nH]c2ccccc12)c1cccc(S(=O)(=O)Nc2ccccc2Cl)c1	19	20	88	93	15	80	83	79*	23	14	89
Cc1cc2cc(CNS(=O)(=O)c3ccccc3)ccc2n1C	4	8	97	100	5	97	98	95	6	10	98
COc1ccc(S(=O)(=O)N(C)CC(=O)N2CCCCCC2)cc1OC	-9	-7	103	98	-13	102	100	99	-2	-16	98
CCNc1nc(NCC)n2c(SCC(=O)Nc3ccccc3)nnc2n1	-1	-3	96	107	1	93	97	94	-1	-4	96
CCCC1CCc2c(sc(NC(=O)OCC)c2C#N)C1 (stereo not given)	4	2	100	95	0	102	101	99	4	2	98
O=C(Cn1c(=O)oc2cc(S(=O)(=O)N3CCCCC3)ccc21)N1CCc2ccccc21	6	1	102	100	5	110	104	102	1	1	101
Cc1ccc(Cn2nnc3c(=O)[nH]c(C4CCN(C(=O)c5cccs5)CC4)nc32)cc1	-4	-1	105	104	-9	108	103	104	1	-9	101
CC(C)(C)C(=O)Nc1ccc(C(=O)N/N=C/C2CC3C=CC2C3)cc1 (stereo not given)	-1	0	101	104	0	104	107	104	-1	0	104
O=C1c2ccccc2C(Nc2ccccc2F)N1c1cccnc1 (stereo not given)	-7	-2	104	102	-7	103	102	100	0	-7	98
CCCOc1ccc(OCCNC2CCCC2)cc1	2	2	103	112	0	115	105	104	1	1	106
S=C(c1ccc(-c2ccc(Cl)cc2)o1)N1CCCCC1	-11	-18	99	95	-12	98	97	97	-5	-14	95
COc1cccc(C(=O)NCC(c2cccnc2)N2CCN(c3ccccc3OC)CC2)c1 (stereo not given)	3	4	101	106	8	106	103	99	1	7	101

# Just Rab2A wt mod, for some of the entries so far:
molecule	Rab2A wt mod
CC(C)(C)C(=O)Nc1ccc(C(=O)N/N=C/C2CC3C=CC2C3)cc1 (stereo not given)	104
O=C1c2ccccc2C(Nc2ccccc2F)N1c1cccnc1 (stereo not given)	100

# Following part
SMILES	Bcl-B Bim block	Bcl-XL Bim block	Rab7 wt GTP bind	Cdc42 wt	Bcl-2 Bim block	Rac1 wt modul	HRas wt GTP bind	Rab2A wt mod	Bcl-W Bim block	Bim-Bfl-1	Rac1 mut GTP
COc1ccc(C2OCC3(CO2)SC(=O)NC3=O)cc1 (stereo not given)	-7	-8	97	101	-1	108	100	99	-2	-2	102
COc1ccc(OC)c(NC(=O)COC(=O)/C=C/c2ccccc2Cl)c1	-4	-2	97	99	-4	96	95	92	-5	-2	95
CSc1nnc(Cc2cc(=O)[nH]c(=O)[nH]2)n1-c1cccc(C)c1	0	0	97	104	-2	98	100	98	-1	0	98
COc1cccc(Nc2c3c(nc4c(-c5ccccc5)c(C)nn24)CCC3)c1	10	1	101	100	5	102	97	95	4	9	98
O=C(O)CCCCCN1C(=O)/C(=C\c2ccncc2)SC1=S	-2	1	100	95	-2	96	97	97	0	5	96
S=c1[nH]nc(-c2cccnc2)n1/N=C/C=C/c1ccccc1	4	-2	93	96	4	97	93	91	0	7	93
COc1ccc(N=Cc2sc3ccccc3c2Cl)cc1	-12	0	95	94	-11	94	97	93	0	-12	90
CCOc1ccc(N2C(=O)CC(Sc3ncccn3)C2=O)cc1 (stereo not given)	-8	2	103	104	-9	108	101	100	3	-10	98
CNc1c([N+](=O)[O-])cnn1-c1cccc(Cl)n1	0	1	97	92	-1	95	95	96	2	-1	96
CC1CCCN(C(=O)c2ccc(COc3ccccc3Br)cc2)C1 (stereo not given)	-5	-4	94	99	-3	102	98	97	4	-7	99
COCCNc1nc(C)c(C(C)=O)s1	-2	-2	106	98	0	95	97	100	-1	-8	96
N#Cc1ccc(Cl)cc1NC(=O)COC(=O)[C@H](CCC(N)=O)NC(=O)c1ccc(F)cc1	-3	-5	101	104	0	104	101	101	-2	0	101
Nc1[nH]n2c(=O)c3c(nc2c1N=Nc1ccccc1)CCCC3	18	17	94	72*	7	85	73*	71*	11	1	85
O=C(NCc1ccco1)C1CCN(S(=O)(=O)Cc2ccccc2)CC1	-1	-1	104	97	0	98	98	98	0	-1	97
COCCSc1ccccc1C(=O)Nc1ccc2c(c1)OCCO2	-6	-2	94	96	-1	96	96	94	2	-5	95
Oc1c(C(c2cccs2)N2CCN(c3ccc(F)cc3)CC2)sc2ncnn12 (stereo not given)	-5	-5	99	106	-7	104	101	102	-1	-10	101
Cn1nc(OC(=O)Nc2ccc(F)cc2)cc1C(F)(F)F	0	0	104	102	2	104	101	100	6	-8	104
Cc1cc(C)c(NC(=O)Cn2nnc(C(=O)NCc3cccs3)c2N)c(C)c1	-1	-4	106	106	0	106	105	105	-2	0	101
CCCCn1nnc(NC(=O)c2ccc(-c3cccc([N+](=O)[O-])c3)o2)n1	5	5	?	?	4	?	?	?	12	8	?
COc1ccc2c(OC)cc(-c3ccccc3)nc2c1	-2	-4	90	100	0	101	96	97	-6	0	99
O=S(=O)(c1ccc(Br)cc1)N1CCn2c(nc3ccccc32)C1	-3	-1	103	105	-6	108	104	104	1	-9	100
CC(=O)OCc1c(C)cc(C)c(/C=C(/C#N)C(N)=O)c1C	-1	-2	94	94	0	93	92	94	0	0	95
COC(=O)CCC(=O)Nc1cccc([N+](=O)[O-])c1	-2	-3	?	?	0	?	?	?	0	-7	?
CC1(C)CNc2cc(N)ccc2S1	0	0	107	92	2	100	97	95	8	5	94
COc1ccc(Cn2c(=O)[nH]c3cc(C(=O)NCCc4ccc(S(N)(=O)=O)cc4)ccc3c2=O)cc1	-3	0	95	94	-1	97	93	92	-1	-11	98
Cc1ccc(CS/C(Nc2ccccc2C)=C(\C#N)C(=O)NCc2ccco2)c(C)c1	-12	-7	99	103	-5	101	103	101	1	-9	99
Cc1ccc(NC(=O)CN(C)CC(=O)Nc2cccc(F)c2)cc1[N+](=O)[O-]	-4	-3	98	98	-1	98	98	96	1	-5	97
CS(=O)(=O)N(CC(=O)N1CCN(Cc2ccccc2)CC1)Cc1ccccc1	-2	-4	98	100	-1	106	100	99	-2	-1	99
CCOC(=O)N1CCC(NC(=O)CN2C(=O)COc3ccc(C(C)(C)C)cc32)CC1	-9	-14	99	99	-7	103	99	99	-6	-25	101
Cc1ccc(CSCCNS(=O)(=O)c2ccc(C)cc2)cc1	-3	-4	94	97	-5	97	97	96	-4	-6	96
COc1ccc(N(C(=O)C(C)C)S(=O)(=O)c2cccc([N+](=O)[O-])c2)cc1	0	-1	107	96	1	100	100	103	0	-5	96
CCOc1ccc(-c2cn(-c3cccc(SC)c3)c(=O)[nH]2)cc1	-3	-1	99	101	1	101	98	100	0	0	99
CCC(C)NS(=O)(=O)c1ccc(-c2csnn2)s1 (stereo not given)	-7	-4	99	100	-11	102	100	100	0	-13	99
CCOC(=O)C1=C(C)NC(=O)NC1c1c(O)ccc2ccccc12 (stereo not given)	-4	-6	99	103	0	106	100	103	-5	-1	101
CCCC1CCC(c2ccc(/C(N)=N/O)cc2)CC1 (stereo not given)	0	0	104	97	1	100	100	99	1	-3	98
OCC#CCSc1nnc(-c2ccccc2Br)o1	-5	-4	101	102	-6	102	102	102	-1	-9	101
O=C(COc1ccccc1)Nc1ccc(Cl)cc1Cl	0	2	104	97	-1	98	98	99	1	-1	96
CC(=O)Nc1nc2c(c3c1c(=O)oc1ccccc13)CCCC2	-3	-3	99	101	-4	106	102	100	-3	-7	98
CN(C)c1nc(N(C)C)nc(N2CC(=O)N(c3ccccc3)C2=N)n1	-2	-5	98	99	-3	100	98	97	0	-5	99
O=C(Nc1cc(C(F)(F)F)ccc1N1CCOCC1)c1ccc(Cl)nc1	-8	-5	104	105	-10	110	102	105	3	-12	101
COc1ccc(OC)c(C(=O)CSc2nnc(-c3cccs3)n2C)c1	5	9	101	96	4	101	99	100	8	9	99
CCCS(=O)(=O)N1CCC(C(=O)NCCN2CCC(Cc3ccccc3)CC2)CC1	-4	-3	96	101	-7	98	98	98	-7	-1	99
COc1ccc(S(=O)(=O)NC2(C(F)(F)F)N=C3SCCN3C2=O)cc1 (stereo not given)	-6	-3	103	105	-4	109	104	102	-4	-15	101
COc1ccc(CN2CCN(CC=C(C)C)C(CCO)C2)cc1Cn1cccn1 (stereo not given)	-3	-1	98	97	-1	99	98	100	0	-4	98
Cc1cnc(NC(=O)CN2CCN(c3ccccc3F)CC2)s1	0	1	98	96	3	100	98	100	2	2	94
OCCN1CCN(Cc2cc(Br)cc(Br)c2O)CC1	0	-3	102	100	0	98	101	101	-3	-3	102
Cc1ccccc1-n1c(-c2cccnc2)n[nH]c1=S	-32	-3	92	95	-12	92	94	92	-6	-13	92
CCOC(=O)Cn1c2ccc(C)cc2c2nc(C)sc21	-4	-3	105	100	-2	102	101	100	-7	-3	99
O=C(COc1ccccc1Cl)N1CCCC1	-6	-5	101	104	-14	107	103	104	-2	-18	102
CC1(C)CC(=O)C2=C(C1)N(CC1CCCO1)C(=O)C2(NC(=O)c1cccnc1)C(F)(F)F (stereo not given)	-6	-7	108	100	-6	105	103	103	-4	-5	97
Cc1nn(C)cc1CN(C)C(=O)CC12CC3CC(CC(C3)C1)C2	-12	-5	100	103	-17	105	102	98	-3	-5	102
CCn1c(CNc2ccc(OC)cc2)nnc1SCC(=O)c1ccc(OC)cc1	-3	-4	100	97	1	102	101	100	0	-2	98
CN1CCN(S(=O)(=O)c2ccc3c(c2)OCCO3)CC1	-3	-2	101	99	-8	102	98	100	0	-7	98
O=C(Nc1cccc(Cl)c1)Nc1ccc2c(c1)OCO2	-1	-5	98	97	-7	98	98	98	0	-7	96
COc1ccc(C(=O)Nc2ccc(N3CCCC3)cc2)cc1	-1	-1	101	98	0	97	100	100	3	5	97
CCOc1ccc(OCc2ccc(C(=O)O)o2)cc1	-4	-4	91	99	-5	98	98	100	-3	0	99
